Bioassay records from PubChem BioAssay.
ATXN viability = viability counter-screen for ATXN expression inhibitors | S2 cells (HEK-293 line with an ATXN2-luciferase reporter) viability, CellTiter-Fluor protease fluorescence, 24 h | Potency, µM (highest dose often 56.7 µM), usual class: cytotoxic | actives 0.49% (n = 400,000); also: potency is read from the fitted curve at half-maximal effect; nearly all actives have a fitted effect of over 40% in size
TGFb inhibitor = blocks TGF-b signaling. HepG2 CAGA-GFP TGF-b/SMAD3 reporter, GFP fluorescence, 18 h; TGF-beta stimulated, 500 pg/mL final. Potency, µM (titrated, usually from 46.1 µM), for the others: at the top dose activity, negative = inhibition, hits mostly inhibitors. actives 1.2% (n = 410,000). AID 588855; also: potency is read from the fitted curve at half-maximal effect; % is scaled to controls: 0 for no effect and ±100 for the full control effect; nearly all actives have a fitted effect of over 65% in size
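Using HEPG2 CAGA-GFP reporter cells at 1000 cells/well, we pinned test compounds, stimulated with recombinant TGF-beta (500 pg/mL final) and measured total well GFP after 18 h.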
Nrf2 activator = activators of Nrf2 (ARE) signaling | AREc32 ARE-luciferase reporter (MCF7-derived line), luminescence, 24 h | Potency, µM (top dose mostly 46.1 µM), inactives show top-dose activation, actives largely listed as activators | actives 0.31% (n = 410,000) | AID 624171; also: potency is read from the fitted curve at half-maximal effect; % of control where 0% means no effect; nearly all actives have a fitted effect of over 65% in size
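For detection, Steady-Glo was added and plates sat 30 min at RT; before that, AREc32_Fluc cells grown overnight in OPTI-MEM/5% FBS had been treated with 23 nL compound for 24 hr at 37 deg C.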
HepG2 tox = counter-screen for TGF-b inhibitors: cytotoxicity in HepG2 cells; Potency, µM (series often up to 46.1 µM), for inactives: at the highest dose activity change, negative = cytotoxicity, hits mostly cytotoxic; HepG2 CAGA-GFP viability, ATP luminescence, 18 h; actives 0.76% (n = 410,000); also: potency is read from the fitted curve at half-maximal effect; some results filed as inactive show a strong effect at the top dose
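CellTiter-Glo luminescence gave cytotoxicity after 18 hours at 37 degrees C. The cells were HepG2 CAGA-GFP in 1% FBS DMEM, stimulated with 500 pg/mL TGF-beta after compound addition. %Activity was normalised to no-cell wells (complete cell-killing) and DMSO (no toxicity), and curves were fitted and classified.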
ATXN2 expr inh = reduces ATXN2 reporter expression in HEK-293 cells; HEK-293 ATXN2-luciferase reporter, luminescence, 24 h; Potency, µM (doses to about 57 µM), for inactives: at the top dose activity change, negative = inhibition, actives largely listed as inhibitors; actives 0.72% (n = 360,000); also: potency is read from the fitted curve at half-maximal effect; % is scaled to controls: 0 for no effect and ±100 for the full control effect; nearly all actives have a fitted effect of over 55% in size
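qHTS (up to 57 uM final) was run with 24 h compound exposure of reporter cells at 37 °C. Each well was multiplexed: SteadyGlo luminescence measured ATXN2-luciferase expression after a fluorogenic Gly-Phe-AFC viability readout (25 uM final).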
MCF10A rerep = inducers of DNA re-replication in MCF 10A breast cells; MCF 10A DNA re-replication, Hoechst nuclear intensity, 48 h; Potency, µM (highest dose often 46.1 µM), without a hit: top-dose activity, positive = re-replication, hits mostly activators; actives 2.9% (n = 350,000); also: potency is read from the fitted curve at half-maximal effect; % of control where 0% means no effect; nearly all actives have a fitted effect of over 50% in size
A549 viability = kills or reduces viability of A549 cells in Nrf2 counter-screen | A549 ARE-Fluc cells, CellTiter-Fluor viability, 18-24 h | Potency, µM (doses to about 46 µM), without a hit: at the highest dose activity change, negative = cytotoxicity, hits mostly inhibitors | actives 0.16% (n = 390,000) | AID 504648; also: potency is read from the fitted curve at half-maximal effect; % is scaled to controls: 0 for no effect and ±100 for the full control effect
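A549 ARE-Fluc cells in 5% FBS OPTI-MEM, 5000 cells/well, rested 2 h then exposed to compounds in concentration-response for 18-24 h at 37 °C. Viability by CellTiter-Fluor fluorescence (Ex 405/Em 525) after 30 min; luciferase luminescence (BugLite, 15 min, RT) read afterwards.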
IL-1B inflam inh = inhibitors of inflammasome signaling (IL-1 beta secretion); activity change, % at 57.5 µM; THP-1 LPS/ATP IL-1B secretion, AlphaLISA, 16 h; active compounds read low; actives 4.7% (n = 360,000); in the data active = activity change below about -50%; inconclusive = mostly about -30% to -49%; also: % is scaled to controls: 0 for no effect and ±100 for the full control effect
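THP-1 cells pretreated 1 hr with compounds (up to 57.5 uM final), then stimulated with LPS (250 ng/mL final) plus ATP (1.25 mM final); secreted IL-1B measured by AlphaLISA after 16 hr, decreased signal indicating inhibition.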
Nrf2 inh = inhibitors of Nrf2 signaling; AID 504444; A549 ARE-Fluc reporter, luciferase luminescence, 18-24 h; Potency, µM (top dose mostly 46 µM), without a hit: at the top dose activity change, negative = inhibition, actives largely listed as inhibitors; actives 2.1% (n = 360,000); also: potency is read from the fitted curve at half-maximal effect; % is scaled to controls: 0 for no effect and ±100 for the full control effect; nearly all actives have a fitted effect of over 60% in size
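Quantitative HTS in A549 cells stably bearing an antioxidant response element-firefly luciferase construct. Inhibition of Nrf2-driven transcription was scored by luminescence after 18-24 h of compound exposure at 37 °C.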
Numbers without * were called inactive; i = inactive; u = inconclusive; x = not tested or not shown; [ ] = remark or other dose. Unless noted, calls follow the shape of the dose curve; as a rule, active = well fitted curve in the direction sought with a large enough effect; inconclusive = small, poorly fitted or top-dose-only effect, or another doubt; inactive = no such curve, though single readings can be large; an effect the other way counts as inactive or inconclusive.

SMILES	ATXN viability	TGFb inhibitor	Nrf2 activator	HepG2 tox	ATXN2 expr inh	MCF10A rerep	A549 viability	IL-1B inflam inh	Nrf2 inh
CC(=O)Oc1ccc(-c2csc(Nc3ccc(Cl)cn3)n2)cc1	u	u	13.1%	-47.5%	-30.0%	u	-7.6%	-12.5	u
Cc1ccc(S(=O)(=O)N2CCN(C(=O)c3cc4c(s3)CCCC4)CC2)c(C)c1	i	-0.5%	-0.7%	1.1%	-24.2%	-3.0%	-12.5%	-1.1	-23.7%
O=C(O)C(SC(C(=O)O)c1ccccc1)c1ccccc1 (stereo unspecified)	i	-16.4%	0.4%	-12.0%	-13.9%	-6.8%	1.3%	-22.2	9.1%
O=C(Cn1cc2c(n1)CCCCC2)Nc1ccccc1Cl	i	9.0%	0.5%	-3.6%	32.0%	-4.4%	-8.9%	-7.3	0.1%
CCCc1cc(=O)[nH]c2nnc(SCC(=O)Nc3nccs3)n12	i	0.7%	-0.3%	-1.2%	1.0%	-9.6%	4.9%	2.7	9.8%
Cc1c(Br)ccc(NC(=O)c2ccccc2[N+](=O)[O-])c1C	i	-3.4%	-1.0%	-36.8%	x	0.8%	7.6%	25.2	7.9%
CCOC(=O)C1CCN(C(=O)c2cccc(N3C(=O)NC4CC3(C)Oc3ccc(C)cc34)c2)CC1 (stereo unspecified)	i	-17.0%	0.0%	12.2%	4.0%	-2.2%	-2.2%	-14.5	-6.8%
Cc1nc2ccc(Br)cc2c(=O)n1Cc1cccs1	i	5.1%	1.0%	-13.9%	x	0.5%	0.1%	0.0	-9.1%
CC(C)c1ccc2oc(=O)cc(CN3CCN(Cc4ccccc4)CC3)c2c1	i	12.2%	1.4%	-6.1%	x	17.8%	2.4%	12.0	-8.8%
COCCn1c(SCC(=O)Nc2cc(C)on2)nc2c([nH]c3ccccc32)c1=O	u	-8.0%	-1.0%	-8.6%	x	x	x	21.4	x
COc1ccc(/C=C(\NC(=O)c2ccccc2)C(=O)NC2CCCCC2)cc1	x	-7.2%	-1.4%	2.3%	x	x	0.1%	x	3.4%
CCP(=O)(c1ccccc1)C(C)(C)O (stereo unspecified)	i	7.4%	-0.7%	6.3%	-3.5%	1.2%	10.9%	3.1	x
O=C(Nc1ccc(Br)cc1)c1cccc(N2C(=O)C3C4C=CC(C4)C3C2=O)c1 (stereo unspecified)	u	u	-0.5%	-6.3%	4.1%	0.8%	-14.6%	-22.6	u
Cc1cc(-c2ccc(C)c(S(=O)(=O)NCc3ccc(Cl)cc3)c2)on1	u	u	-3.4%	-22.2%	-32.3%	x	13.5%	x	x
COc1ccc(C(=O)C2CCCN(Cc3ccc4c(c3)OCCO4)C2)cc1F (stereo unspecified)	i	-28.0%	-0.3%	-14.3%	-13.6%	7.7%	1.0%	-5.4	6.9%
CC(C)=CCc1c(-c2ccc(O)cc2O)oc2c3c(cc(O)c2c1=O)OC(C)(C)C=C3	u	u	-3.5%	-100.1%	u	-0.3%	-14.2%	-4.1	u
COc1cc(OC)cc(C(=O)N2CCN(Cc3ccccc3Br)CC2)c1	u	-2.1%	0.1%	-2.7%	-17.9%	2.1%	-0.8%	-7.4	-5.9%
O=C(Nc1ccc(Cl)cc1)ON=C1CCCC1	u	-9.9%	5.9%	-26.9%	20.6%	u	-19.9%	0.9	u
CSc1nccn1CC(=O)Nc1ccc(F)cc1	i	-5.0%	0.8%	-14.1%	14.5%	0.1%	3.6%	-5.2	10.6%
CC(O)C(=O)N/N=C/c1ccccc1C(=O)O (stereo unspecified)	i	-17.2%	0.5%	0.7%	-17.1%[11.3 µM]	-0.8%	3.5%	-2.7	1.3%
Cc1cc(C)cc(N2C(=O)CN(Cc3sccc3C)C2=S)c1	i	-8.0%	0.1%	-25.9%	24.9%	u	2.9%	-10.0	-0.1%
COC(=O)C1=C(CSc2nccn2C)NC(=O)NC1c1cc(C)ccc1C (stereo unspecified)	i	-0.1%	0.4%	3.9%	12.1%	2.0%	-11.8%	5.7	x
CCCC1C2C(=O)N(c3cccc(C)c3)C(=O)C2ON1c1ccccc1 (stereo unspecified)	i	0.7%	0.1%	-34.0%	-13.9%	-0.2%	-0.9%	-10.8	-9.1%
CCC(C)/C(C)=N/NC(=O)CNS(=O)(=O)c1ccc([N+](=O)[O-])cc1 (stereo unspecified)	i	-2.1%	-0.4%	-8.8%	-4.2%	5.8%	-5.2%	-4.4	-5.5%
COc1ccc(C(=O)OC/C(O)=C(\C#N)c2nc3ccccc3[nH]2)cc1S(=O)(=O)N1CCOCC1	i	-24.8%	0.1%	7.1%	-3.7%	8.1%	-0.7%	19.3	7.6%

(next part)
SMILES	ATXN viability	TGFb inhibitor	Nrf2 activator	HepG2 tox	ATXN2 expr inh	MCF10A rerep	A549 viability	IL-1B inflam inh	Nrf2 inh
CCOC(=O)c1cc(-c2ccccc2)sc1NC(=O)C(C)Sc1nnc(N)s1 (stereo unspecified)	i	u	2.5%	-14.6%	14.3%	u	-6.0%	-11.0	u
CC(C)NS(=O)(=O)c1ccc(NC(=O)C(C)OC(=O)CCC2CCCCC2)cc1 (stereo unspecified)	i	-10.2%	0.0%	3.3%	-2.4%	1.0%	-0.4%	8.3	16.7%
COc1ccc(/C=C(/NC(=O)c2ccccc2Cl)C(=O)NCCCC(=O)O)cc1	i	-0.1%	-0.3%	-1.7%	7.8%	5.8%	1.4%	8.2	-7.5%
O=C(CCc1ccc(S(=O)(=O)NCCc2ccccc2)cc1)Nc1ccc2c(c1)OCO2	i	-12.3%	0.8%	-9.3%	-9.3%	5.7%	0.2%	-5.0	-20.7%
COc1ccc(CNC(=O)C(C)Sc2nc3ccccc3c(=O)n2CCCN2CCOCC2)cc1 (stereo unspecified)	i	-7.3%	-0.1%	-21.6%	-5.2%	-1.1%	-10.4%	2.1	5.5%
N#Cc1nc(-c2ccccc2)oc1N1CCN(C(=O)c2ccco2)CC1	i	8.3%	3.4%	-25.5%	3.6%	-1.2%	0.4%	0.9	2.7%
CCN(CC)S(=O)(=O)c1cccc(N=Nc2c(O)c3ccccc3oc2=O)c1	i	u	0.4%	-0.9%	x	-2.9%	10.6%	-15.4	13.5%
CCCCn1c(COc2cccc(OC)c2)nc2ccccc21	i	-0.7%	5.2%	9.4%	18.8%	x	7.4%	x	14.3%
CCNC(=O)CC1C(=O)N(c2cccc(OC)c2)C(=O)N1CCOC (stereo unspecified)	i	-14.4%	-0.2%	14.8%	2.4%	u	18.2%	0.0	x
S=C(NCC1CCCO1)Nc1ccc(Cl)cc1Cl (stereo unspecified)	i	-3.6%	3.6%	2.4%	29.8%	0.4%	8.1%	-9.4	u
COc1ccc(OC)c(S(=O)(=O)N2CCC(C(=O)Nc3cccc(C)c3C)CC2)c1	i	3.3%	0.2%	-3.0%	-27.8%	4.9%	-0.8%	-20.8	-19.9%
CCOc1ccccc1NC(=O)c1cc2cc3cc(C)ccc3nc2s1	i	2.2%	0.4%	7.5%	14.5%	x	3.4%	x	x
O=c1c2c(ncn2C2CCCC2)n(Cc2ccccc2)c(=O)n1CCOc1ccc(Br)cc1	i	-7.5%	0.3%	1.4%	3.4%	11.6%	7.4%	-1.3	-12.0%
Cc1csc(SCC(=O)Nc2ccc(Cl)cn2)n1	i	0.1%	26.6%	0.1%	3.5%	7.8%	17.2%	20.0	u
O=C(Cc1ccccc1[N+](=O)[O-])OCN1C(=O)c2ccccc2C1=O	i	2.7%	-0.1%	4.4%	-3.7%	15.6%	2.2%	-10.2	0.8%
CCCCC(=O)NC1CC(=O)N(c2ccc3c(c2)OCCO3)C1 (stereo unspecified)	i	-0.7%	-1.2%	-18.5%	1.9%	x	2.5%	x	x
Cc1cc(C)cc(SCc2noc(C(=O)NC(C)C)c2C(=O)NC(C)C)c1	i	-2.5%	-1.4%	-7.8%	1.7%	2.7%	-0.1%	5.9	-5.8%
CCOc1ccc(/C=C/C2=CC(C)(C)NC(=S)N2)cc1	i	u	5.1%	-26.7%	u	u	1.2%	0.0	-5.3%
CCOc1ccccc1CNC(=O)c1cc2cc(S(=O)(=O)N3CCCCC3)ccc2n1C	x	u	0.3%	-1.0%	x	x	-4.4%	x	x
CC1(C)CC(=O)C=C(c2ccc(COC(=O)c3cc(F)cc(F)c3)cc2)C1=O	i	1.3%	0.1%	-0.8%	-9.8%	x	x	16.9	x
COc1ccc(NC(=O)Cn2nnc(-c3ccccc3NC(=O)c3cccs3)n2)cc1	u	-11.9%	-0.7%	-2.6%	u	14.6µM*	-14.2%	-4.7	18.4µM*
CNCc1ccccc1OCC(=O)Nc1ccccc1	i	15.5%	4.3%	-11.7%	49.8%[activator]	15.2%	12.5%	11.0	u
CC1(C)OC(=O)C(=CNCC(=O)NCC(=O)O)C(=O)O1	i	-0.1%	-0.5%	-9.6%	-1.3%	-10.5%	3.9%	4.8	11.3%

Entries of single compounds from above. Screens in order: ATXN viability, TGFb inhibitor, Nrf2 activator, HepG2 tox, ATXN2 expr inh, MCF10A rerep, A549 viability, IL-1B inflam inh, Nrf2 inh
CC1(C)CC(=O)C=C(c2ccc(COC(=O)c3cc(F)cc(F)c3)cc2)C1=O is listed with i, 1.3%, 0.1%, -0.8%, -9.8%, x, x, 16.9, x
CCOc1ccccc1NC(=O)c1cc2cc3cc(C)ccc3nc2s1 is listed with i, 2.2%, 0.4%, 7.5%, 14.5%, x, 3.4%, x, x
CCN(CC)S(=O)(=O)c1cccc(N=Nc2c(O)c3ccccc3oc2=O)c1 is listed with i, u, 0.4%, -0.9%, x, -2.9%, 10.6%, -15.4, 13.5%
CCOc1ccccc1CNC(=O)c1cc2cc(S(=O)(=O)N3CCCCC3)ccc2n1C is listed with x, u, 0.3%, -1.0%, x, x, -4.4%, x, x
CC1(C)OC(=O)C(=CNCC(=O)NCC(=O)O)C(=O)O1 is listed with i, -0.1%, -0.5%, -9.6%, -1.3%, -10.5%, 3.9%, 4.8, 11.3%
